# STK33 inh: blocks human STK33 kinase activity | purified STK33, MBP phosphorylation, ADP-Glo luminescence | inhibition, % at 10 µM | 320,000 compounds, 0.073% hits;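 active means inhibition at or above 25%, using the most active replicate where run in duplicate; inactive means inhibition below 25%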
# Target sequence (Q9BYT3 whole entry, looked up): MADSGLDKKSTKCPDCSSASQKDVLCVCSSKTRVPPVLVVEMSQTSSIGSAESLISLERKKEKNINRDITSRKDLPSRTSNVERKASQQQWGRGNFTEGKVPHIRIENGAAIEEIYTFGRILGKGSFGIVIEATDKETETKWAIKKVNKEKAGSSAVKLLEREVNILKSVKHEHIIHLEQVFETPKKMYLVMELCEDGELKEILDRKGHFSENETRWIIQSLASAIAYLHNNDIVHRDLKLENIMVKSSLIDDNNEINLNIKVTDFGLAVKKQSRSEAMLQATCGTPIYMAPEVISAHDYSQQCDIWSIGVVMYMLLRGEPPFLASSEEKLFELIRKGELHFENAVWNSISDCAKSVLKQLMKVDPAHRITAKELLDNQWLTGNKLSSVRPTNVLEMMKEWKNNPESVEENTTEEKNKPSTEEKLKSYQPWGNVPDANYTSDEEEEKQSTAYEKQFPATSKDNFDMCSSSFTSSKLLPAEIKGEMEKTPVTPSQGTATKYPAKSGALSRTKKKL
# Kir21 inh: inhibitors of mouse Kir2.1 inward-rectifier potassium channel. P35561. HEK293-Kir2.1, FluxOR thallium flux fluorescence; hits give low values. B-score at 10 µM. 310,000 compounds, 0.85% hits;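 active means fluorescence ratio B-score at or below minus 3 SD of library scores, with starting-brightness B-score within 2 SD, cut at about -4.2 in these data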;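 further: channel flux triggered by added potassium and thallium sulfate stimulus; B-score of peak minus minimum fluorescence over baseline after thallium stimulus; more negative B-score means stronger Kir2.1 block with less thallium influx; some compounds called inactive have numbers as strong as hits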
# Target sequence (P35561 whole entry, looked up): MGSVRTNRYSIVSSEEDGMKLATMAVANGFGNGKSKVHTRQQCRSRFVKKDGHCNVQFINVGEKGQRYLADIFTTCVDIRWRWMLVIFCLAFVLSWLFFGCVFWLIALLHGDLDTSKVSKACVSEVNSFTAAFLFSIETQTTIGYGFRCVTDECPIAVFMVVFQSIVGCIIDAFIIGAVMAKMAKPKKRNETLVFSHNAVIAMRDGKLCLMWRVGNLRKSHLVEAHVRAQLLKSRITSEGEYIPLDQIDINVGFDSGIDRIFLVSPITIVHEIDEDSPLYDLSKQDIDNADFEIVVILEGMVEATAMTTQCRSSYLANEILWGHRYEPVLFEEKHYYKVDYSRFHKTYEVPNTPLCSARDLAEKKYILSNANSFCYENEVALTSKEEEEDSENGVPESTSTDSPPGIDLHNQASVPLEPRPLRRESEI
# * marks the source's active call; other numbers are inactive results; . = not tested or not shown.
SMILES,STK33 inh,Kir21 inh
Cc1cc(=O)[nH]c(-n2ncc(C#N)c2N)n1,-2.0,0.6
O=C(O)c1ccc(N/N=C/c2c[nH]c3ccccc23)cc1,-3.5,-0.03
CCCCN(CCCNC(=O)Cn1nc(CC)n2c(cc3sc(C)cc32)c1=O)Cc1ccccc1,-2.3,-2.9
O/N=C(/c1ccccc1)c1cc2cc(Br)cc(Br)c2o1,-1.2,0.02
Cc1cc(C)cc(C(=O)Nc2ccc(N3CCN(C(=O)c4ccco4)CC3)cc2)c1,-0.9,0.01
Cc1cc(C)nc(Oc2ccc([N+](=O)[O-])cc2)n1,-0.6,-0.89
O=C(CC1c2ccccc2Oc2ccccc21)Nc1ccccc1C(F)(F)F,-0.2,1
Nc1nnc(SCn2nnc3ccccc3c2=O)s1,0.4,-0.32
CCCOc1ccc(C2NC(=O)CCC2[N+](=O)[O-])cc1 (stereo not drawn),1.3,-1.2
Cc1cc(C)c(NC(=O)CS(=O)CC(=O)Nc2cccnc2)c(C)c1 (stereo not drawn),-1.9,-0.39
Cc1cc2nc(-c3ccc(SCC(=O)Nc4ccc5c(c4)OCCO5)nc3)[nH]c2cc1C,-0.5,0.03
Cc1ccccc1-n1c(SCC(=O)N2CCCC2)nnc1-c1ccccn1,-0.5,-0.31
Cn1c(-c2ccccc2)cnc1SCC(=O)N1CCCCC1,0.3,0.07
O=C(Nc1cc(Cl)ccc1Cl)Nn1cnnc1,0.4,0.86
c1ccc(-c2cn(C[C@H]3CC[C@@H]([C@@H]4CC[C@H](Cn5cc(-c6ccccc6)nn5)O4)O3)nn2)cc1,-0.3,-1.5
CC1(C)C(C=C(Cl)Cl)C1C(=O)N(Cc1cccc(Cl)c1)C1CCS(=O)(=O)C1 (stereo not drawn),0.7,0.01
O=C(O)CCC(=O)N(Cc1cccs1)Cc1cccs1,-1.6,1.1
COc1cc(CCCN2C(=O)C(=O)NC[C@@H]2CC2CCCCC2)cc(OC)c1OC,-1.5,-2.1
O=C(Nc1ccccc1N1CCCC1)C1CCN(S(=O)(=O)c2ccc(F)cc2)CC1,-1.2,1.1
Cc1ccc(NC(=O)CN2CCN(Cc3ccccc3)CC2)cc1,-0.8,-1.8
CN(C)c1ccc(/C=C/c2ccc3ccccc3n2)cc1,4.6,-0.02
NS(=O)(=O)c1ccc(CCNC(=O)c2ccc(C#CC3(O)CCCCC3)cc2)cc1,1.3,-0.82
Cc1ccccc1-c1nnc(SCC(=O)Nc2ccc(Cl)cc2)n1N,1.6,-0.44
COC(=O)c1c(C)[nH]c(C(=O)CSc2ncnc3sc(-c4ccccc4)cc23)c1C,-0.7,-0.39
O=C(c1ccc(COc2ccc(Br)cc2)o1)N1N=C(C(F)F)CC1(O)C(F)F (stereo not drawn),0.0,-0.24

# Five compounds out of the list, sorted by molecular weight, smallest number first.
SMILES,STK33 inh,Kir21 inh
Cc1cc(C)nc(Oc2ccc([N+](=O)[O-])cc2)n1,-0.6,-0.89
CN(C)c1ccc(/C=C/c2ccc3ccccc3n2)cc1,4.6,-0.02
Cn1c(-c2ccccc2)cnc1SCC(=O)N1CCCCC1,0.3,0.07
Cc1ccc(NC(=O)CN2CCN(Cc3ccccc3)CC2)cc1,-0.8,-1.8
O=C(CC1c2ccccc2Oc2ccccc21)Nc1ccccc1C(F)(F)F,-0.2,1

# Next section:
SMILES,STK33 inh,Kir21 inh
COc1ccc(C(=O)/C=C(/C)N(C)C)cc1,-2.2,0.21
CN1CCN(c2ccc(Nc3ccnc4cc(Cl)ccc34)cc2)CC1,6.0,-6.8*
O=c1c2c(-c3ccccc3)ccnc2[nH]n1-c1ccccc1,-3.0,0.04
CCc1cccc(CC)c1NC(=O)CNCc1cccs1,.,-0.55
Cc1nc2ccc(NC(=S)N3CCCC3)cc2nc1C,-0.6,-0.96
O=S(=O)(c1ccccc1F)N1CCC(c2nc3ccccc3[nH]2)CC1,-0.8,-0.01
COc1ccc(/C=C(\NC(=O)c2ccccc2)C(=O)N2CCCCC2)cc1OC,.,-0.95
C/C(=N\OCC(=O)Nn1c(C)nc2ccccc2c1=O)c1ccccc1,-1.4,-0.12
CC(Oc1ccccc1)C(=O)Nc1cccc(NC(=O)c2ccco2)c1 (stereo not drawn),1.4,-1.4
Cc1ccc(NC(=O)NC2CC(=O)N(c3ccc4c(c3)OCCO4)C2)cc1F (stereo not drawn),-3.1,1.8
O=C(NN=C1CCCC1)c1cccs1,1.1,-0.84
Cc1ccc(C)c(-n2c(SCC(=O)NC(C(=O)O)C(C)C)nnc2-c2cccc(Cl)c2)c1 (stereo not drawn),5.5,0.47
CCCCOc1ccc(NC(=O)CSCC(=O)OCC)cc1,0.3,-0.04
O=C(CSc1ccc(F)cc1)NCCSc1ccccc1,-1.0,-1.7
C=CCC[C@H](Cc1ccc(F)cc1)C(=O)OC[C@H](Cc1c[nH]c2ccccc12)NC(=O)[C@@H](CC=C)CC(=O)N[C@H](CO)Cc1ccccc1,0.4,.
O=C(Oc1ccc(Br)cc1)c1cccc(S(=O)(=O)N2CCOCC2)c1,0.2,2
COc1cc(C(=O)OCC(=O)Nc2ccc(N3CCOCC3)cc2)ccc1OCC(C)C,0.6,-0.8
CNC(=O)c1ccccc1-c1cn(C)c2ccccc2c1=O,-1.3,0.18
N#Cc1c(NC(=O)C2CC(c3ccccc3O)=NO2)sc2c1CCC2 (stereo not drawn),6.6,0.1
CCOC(=O)N1CCN(c2c(NCCCN3CCCCCC3)c(=O)c2=O)CC1,0.6,0.44
Cn1cc(CN(CCO)Cc2cccs2)c(-c2cccc(Cl)c2)n1,-1.1,-1.8
O=C(NCc1cccc(Br)c1)c1cc(-c2ccccc2)nn1CC1CC(c2cccnc2)=NO1 (stereo not drawn),-0.5,0.22
CS(=O)(=O)N(CC(=O)NCCSCc1ccccc1Cl)c1ccccc1F,0.2,-0.04
Cc1ccc(OC(=O)c2ccc(C)c([N+](=O)[O-])c2)cn1,.,-0.12
CCCC(=O)NC(=S)NNC(=O)c1ccc([N+](=O)[O-])cc1,-0.9,0.21

# As a working copy, 5 of the compounds above.
SMILES,STK33 inh,Kir21 inh
O=S(=O)(c1ccccc1F)N1CCC(c2nc3ccccc3[nH]2)CC1,-0.8,-0.01
COc1ccc(/C=C(\NC(=O)c2ccccc2)C(=O)N2CCCCC2)cc1OC,.,-0.95
C/C(=N\OCC(=O)Nn1c(C)nc2ccccc2c1=O)c1ccccc1,-1.4,-0.12
CC(Oc1ccccc1)C(=O)Nc1cccc(NC(=O)c2ccco2)c1 (stereo not drawn),1.4,-1.4
Cc1ccc(NC(=O)NC2CC(=O)N(c3ccc4c(c3)OCCO4)C2)cc1F (stereo not drawn),-3.1,1.8

# Continuation.
SMILES,STK33 inh,Kir21 inh
CCN(C(=O)c1ccc2c(SCC(=O)O)c3c(nc2c1)CCC3)c1cc(Cl)ccc1OC,-1.3,-0.68
COC(=O)c1sccc1NC(=O)c1ccc(Br)s1,0.4,-0.79
COc1ccccc1C1CC(=O)NC(C)=C1C(=O)OC(C)C (stereo not drawn),-0.6,-0.53
CCCCN(C(=S)SC)C1CCS(=O)(=O)C1 (stereo not drawn),-1.6,0.94
O=C(CCNS(=O)(=O)c1ccc(Br)cc1)NCCc1ccc(Cl)cc1,-2.6,-0.77
c1ccc(Cn2nnnc2C(c2cccs2)N2CCOCC2)cc1 (stereo not drawn),-0.5,-2.2
O=C(Nc1ccc(Cl)cc1)C1CC(=O)n2c(nc3ccccc32)N1 (stereo not drawn),0.5,1.5
CCOC(=O)N/N=C\C=C\c1ccc2c(c1)OCO2,-0.8,-0.84
COc1ccc(OC)c(-n2nnnc2SCC(=O)Nc2ccccc2OC)c1,-0.9,-2
O=C(NC1CCCC1)c1cccc2c1C(=O)c1ccc(Cl)cc1S2(=O)=O,-2.7,.
COc1ccc(OC)c(N(C(=O)c2ccco2)C(C(=O)NC2CCCC2)c2ccc(N3CCOCC3)cc2)c1 (stereo not drawn),-1.0,0.83
CC1COC(=O)C(NNc2ccc(Cl)c(Cl)c2)=N1 (stereo not drawn),-1.4,-0.11
COc1ccc(-c2cc(C(=O)N3CCN(Cc4ccccc4)CC3)no2)cc1OC,-0.2,-0.29
CC1(C)C2CCC1(C(=O)O)c1nc3ccccc3nc12 (stereo not drawn),-2.4,0.21
Cn1nc(C(C)(C)C)cc1C(=O)NNC(=O)c1ccccc1Cl,0.3,0.05
CC(=O)Nc1ccc(S(=O)(=O)N(Cc2ccco2)Cc2cc3ccccc3[nH]c2=O)cc1,1.2,-1.1
CC(NC(=O)C1CCC(CNc2c(N3CCOCC3)c(=O)c2=O)CC1)c1ccccc1 (stereo not drawn),-0.5,1.1
CCOC(=O)C1(C)/C(=N/Nc2ccccc2Cl)C(=O)C(=O)N1c1ccccc1 (stereo not drawn),-0.7,0.04
CN(C)c1ccc(S(=O)(=O)N2CCC(Cc3ccccc3)CC2)cn1,-1.6,.
CN1CCN(S(=O)(=O)c2ccc(NC(=O)c3cccs3)cc2)CC1,-0.2,-1.9
c1cc(-c2cccs2)nc(-c2cccs2)c1,2.0,0.81
Cc1cccc(-n2c(C)cc(/C=N/O)c2C)c1,0.4,-1.5
Cn1cc(CNC(=O)C2c3ccccc3Oc3ccccc32)cn1,-0.9,-0.63
O=C(Nc1nc(-c2cc3ccccc3o2)cs1)c1ccc(S(=O)(=O)N2CCCC2)cc1,-1.5,1.5
Cc1cccc(NS(=O)(=O)c2ccc(C(=O)N3CC(C)OC(C)C3)cc2)c1C (stereo not drawn),-0.3,0.23
SMILES,STK33 inh,Kir21 inh
C/C(=N\NS(=O)(=O)c1ccc(C)cc1)c1ccc(C)o1,-1.2,-0.01
COc1ccc(/C=C2\CCc3c2nc2ccccc2c3C(=O)O)cc1OC,0.2,1.4
Cc1ccc(C(=O)c2ccccc2C(=O)Nc2ccccc2)cc1,0.6,1.9
CC1CC(C)CN(C(=S)Nc2ccc(OC(F)F)cc2)C1 (stereo not drawn),-1.8,2.4
O=C(Nc1ccc(O)cc1)c1c(O)c2c([nH]c1=O)CCCC2,.,-0.66
COc1ccccc1OCCN1C(=O)S/C(=C\c2ccco2)C1=O,-0.6,0.14
O=C(CN1C(=O)c2ccccc2S1(=O)=O)N1CCN(c2ccc(F)cc2)CC1,0.8,-0.02
CC(=O)c1ccccn1,-0.6,.
O=C(CN(Cc1ccc(F)cc1)C(=O)CNS(=O)(=O)c1ccc(F)cc1)NCc1ccco1,0.6,1.2
O=C(C(Cc1ccccc1)N1C(=O)C2C3C=CC(C3)C2C1=O)N1CCCCCC1 (stereo not drawn),-1.1,1.3
CC(C)[C@H](NC(=O)N1CCn2c1nc1ccccc12)C(=O)NCc1ccc(F)cc1,-0.5,-1.7
Cc1ccc(-n2nc3c(n2)/C(=N/O)CC/C3=N\O)cc1,6.4,-0.45
CCN(CC)C(=O)CSc1nnc(-c2cccc(OC)c2)o1,-0.6,-1.6
O=C(O)C1CC=CCC1C(=O)Nc1ccc2c(c1)CCC2 (stereo not drawn),-0.5,0.11
CN(C)CCNc1ncnc2ccccc12,-0.6,0.6
CCOc1ccc(C2/C(=C(\O)c3cccc(OC)c3)C(=O)C(=O)N2c2ccccn2)cc1OC (stereo not drawn),-0.3,1.3
CCOc1ccccc1Nc1nnc(SCC(=O)Nc2cccc(S(=O)(=O)NC3=NCCCCC3)c2)s1,-0.7,1.1
COc1ccc(-c2cc(C(=O)Nc3cccc(Cl)c3)no2)cc1,-0.1,-0.63
CN(CC(O)Cn1c2ccccc2c2ccccc21)S(C)(=O)=O (stereo not drawn),0.4,1.1
COc1ccc(CCC(C)N2CCc3ccccc3C2)cc1 (stereo not drawn),-1.6,-8*
O=[N+]([O-])c1ccc(Cl)cc1Sc1cccc2cccnc12,-1.7,0.56
Cc1cc(NCCC(C)C)n2nc(C)c(-c3ccccc3)c2n1,-0.2,-0.41
CCOc1ccc(NC(=S)N(CCCN2CCCC2)Cc2cccn2Cc2ccc(Cl)cc2)cc1,-0.6,-3
O=C(O)C1CC=C(Cl)CC1C(=O)NC1CCCCC1 (stereo not drawn),-0.6,1.4
Cc1cccc(NC(=O)c2ccc3c(Cl)c4c(nc3c2)CCCC4)n1,0.9,-1.8

# With a hit mark in Kir21 inh (from the list above):
SMILES,STK33 inh,Kir21 inh
CN1CCN(c2ccc(Nc3ccnc4cc(Cl)ccc34)cc2)CC1,6.0,-6.8*
COc1ccc(CCC(C)N2CCc3ccccc3C2)cc1 (stereo not drawn),-1.6,-8*

# Other entries
SMILES,STK33 inh,Kir21 inh
O=C(CNC(=O)c1ccc(Cl)cc1Cl)NCc1ccccn1,-0.3,.
C=CCn1cnc2c(nnn2Cc2ccc(F)cc2)c1=O,-1.3,0.31
C/C(=N\NC(=O)CC1N=C(Cc2ccccc2)NNC1=O)c1ccc(C)cc1 (stereo not drawn),-0.1,1.5
CCOC(=O)CC(c1ccc(N)cc1)n1c(C)ccc1C (stereo not drawn),0.4,-0.86
Cc1nc2ccccc2c2oc(C(=O)NCCN3CCCCC3C)cc12 (stereo not drawn),-0.8,-1.2
COc1ccc(/C=C(/NC(=O)c2ccc([N+](=O)[O-])cc2)C(=O)NCCCN(C)C)cc1,-1.5,2
CCC1CCCCN1CCCNC(=O)c1ccc2c(c1)NC(=O)CS2 (stereo not drawn),0.5,-1
CC(C)(C)N1C(=O)Cc2c1nc(N)c1c(N)nc(N3CCCCC3CO)c(C#N)c21 (stereo not drawn),1.5,2.4
CC1CCN(S(=O)(=O)c2ccc(C(=O)Nc3ccccn3)cc2)CC1,.,-0.89
Cc1cc(-c2ccco2)n2c(nc3ccccc32)c1C#N,-0.5,-2.7
CC[C@@]1(C(=O)OC)N[C@H](CN(C)C(=O)Nc2ccc(OC)cc2)[C@@H]2C(=O)N(Cc3ccccc3)C(=O)[C@@H]21,1.2,.
O=C(CCSCCc1ccccn1)Nc1cccc([N+](=O)[O-])c1,-1.8,-0.44
